# D2 PAM = D2 dopamine receptor (human) potentiation; HEK293 T-REx D2, calcium flux, EC20 dopamine potentiation; 340,000 tested, 0.34% active; potentiation, % at 10 µM;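 active = potentiation over 3 SD above the plate norm, cut at about 30% in these data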; note: 0% is about no effect
#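 Tetracycline-induced HEK293 T-REx cells force-coupled to calcium signalling expressed D2; compounds were pin-added after a 10 s baseline, read kinetically 180 s, then an EC20 dopamine challenge followed with a further 180 s calcium read.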
# RXFP1 antagonist = antagonists of human relaxin receptor RXFP1; Q9HBX9; HEK293-RXFP1, relaxin-stimulated cAMP HTRF, 30 min; hits give low values; activity change, negative = inhibition, % at 57.5 µM; 350,000 tested, 0.59% active; AID 1259400;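 active = activity change of -60% or lower, but not beyond a set lower limit; inconclusive = change between -60% and -40%, or beyond the set limit; inactive = change above -40%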; note: % is set by controls: 0 for no effect and ±100 for the full control effect
# RXFP1 ag = activates the human relaxin receptor RXFP1; Q9HBX9; HEK293T-RXFP1 cAMP TR-FRET, 30 min; response scale: percent of porcine relaxin response, buffer zero; 370,000 tested, 0.3% active; Potency, µM (series often up to 57.5 µM), for inactives: at the highest dose activation, hits mostly activators; AID 2676; active = well fitted activation curve with a large enough effect; inconclusive = small, poorly fitted or top-dose-only effect; note: potency is the fitted concentration of half-maximal effect; % is set by controls: 0 for no effect and ±100 for the full control effect; nearly all actives have a fitted effect of over 60% in size; many of its hits are not listed in these tables
#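 HEK293 cells stably expressing RXFP1, treated 30 min at 37C with compounds plus PDE4 inhibitor Ro 20174; cAMP measured by HTRF TR-FRET. Normalized to buffer and 29 nM porcine relaxin; EC50 by Hill fit.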
# D1 ag = human D1 receptor agonism; 360,000 tested, 1% active; AID 504660; HEK293 T-REx D1 cells, calcium flux, agonist mode; activation, % at 2 µM; in the data active = activation above about 30%; note: 0% is about no effect
# Target sequence (P21728 whole entry, looked up): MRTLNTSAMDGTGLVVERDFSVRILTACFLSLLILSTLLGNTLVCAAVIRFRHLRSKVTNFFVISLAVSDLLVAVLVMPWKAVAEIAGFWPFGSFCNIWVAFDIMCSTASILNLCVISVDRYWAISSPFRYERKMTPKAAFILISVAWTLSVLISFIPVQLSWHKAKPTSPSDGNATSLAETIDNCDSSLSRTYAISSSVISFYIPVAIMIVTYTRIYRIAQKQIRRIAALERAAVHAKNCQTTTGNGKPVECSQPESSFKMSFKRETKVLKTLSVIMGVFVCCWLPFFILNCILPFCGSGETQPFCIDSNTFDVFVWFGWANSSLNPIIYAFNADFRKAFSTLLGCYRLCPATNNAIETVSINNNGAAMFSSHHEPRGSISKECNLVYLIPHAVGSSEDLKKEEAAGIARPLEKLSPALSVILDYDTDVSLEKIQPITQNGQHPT
#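 Tetracycline-induced HEK293 TREx D1 cells, force-coupled to calcium signalling, were dye-loaded with a no-wash calcium kit. Compound was pin-added after a 10 s baseline. Fluorescence was read kinetically at 1 cycle/s for 180 s, with calcium rises flagged as agonism.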
# D1 PAM = human D1 dopamine receptor positive modulation. P21728. HEK293 TREx D1 cells, calcium flux, dopamine EC20 potentiation. potentiation, % at 10 µM. 360,000 tested, 0.036% active. AID 504651; in the data active = potentiation above about 30%; note: 0% is about no effect
# TRHR enhancer = allosteric enhancers of human TRH receptor | P34981 | TRHR cells, fluo-8 calcium fluorescence, EC20 TRH enhancement | enhancement, % at 2 µM | 360,000 tested, 0.66% active | AID 493056; in the data active = enhancement above about 30%; note: 0% is about no effect
# Target sequence (P34981 whole entry, looked up): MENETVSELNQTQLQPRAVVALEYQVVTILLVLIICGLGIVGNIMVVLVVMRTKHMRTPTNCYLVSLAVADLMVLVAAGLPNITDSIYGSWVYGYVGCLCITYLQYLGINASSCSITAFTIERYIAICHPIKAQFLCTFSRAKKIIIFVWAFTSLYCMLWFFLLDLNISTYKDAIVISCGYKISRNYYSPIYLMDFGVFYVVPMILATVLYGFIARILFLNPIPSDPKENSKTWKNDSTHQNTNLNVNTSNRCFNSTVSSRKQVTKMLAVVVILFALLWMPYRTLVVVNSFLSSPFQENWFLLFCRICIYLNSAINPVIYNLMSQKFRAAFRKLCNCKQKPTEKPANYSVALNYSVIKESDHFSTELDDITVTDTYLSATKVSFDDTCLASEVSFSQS
#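 Enhancer read-out: after compound pinning and an initial kinetic agonist-mode read, an EC20 of TRH (10 nM final) was injected and fluo-8 calcium signal (Ex 480/Em 530) followed at 1 s/cycle for 100 cycles in TRHR-expressing cells.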
# D2 agonist = agonists of human D2 dopamine receptor | 340,000 tested, 0.53% active | activation, % at 2 µM | HEK293 T-REx D2 cells, calcium flux agonist mode | AID 485358 | P14416;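 active = activation over 3 SD above normal in the single-dose calcium agonist read, cut at about 30% in these data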; note: 0% is about no effect
#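 Calcium-flux readout, 1 cycle/sec over 180 s following compound pin transfer, in inducible HEK293 Trex D2 cells (force-coupled); dopamine controls included. Positive calcium responses during this window marked compounds as potential agonists.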
# D1 antagonist = human D1 dopamine receptor antagonism | P21728 | HEK293 TREx D1 cells, calcium flux, dopamine EC80; hits give low values | 360,000 tested, 3.2% active | AID 504652 | activity change, negative = inhibition, % at 10 µM; in the data active = activity change below about -30%; note: % is set by controls: 0 for no effect and ±100 for the full control effect
#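 Tetracycline-induced HEK293 Trex D1 cells, force-coupled to calcium, dye-loaded; compounds added and read 180 s, then EC80 dopamine added and calcium flux tracked kinetically another 180 s.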
# D2 antagonist = antagonizes the human D2 dopamine receptor; inhibition, % at 10 µM; 340,000 tested, 2% active; HEK293 TREx D2 cells, calcium flux, dopamine EC80; P14416; AID 485344; in the data active = inhibition above about 30%; note: 0% is about no effect
#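 Cells plated overnight at 30 C with tetracycline; no-wash calcium dye, 30–90 min RT; 10 s baseline; compound pinned; 180 s read; EC80 dopamine added; another 180 s read.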
# * marks the source's active call; other numbers are inactive results; ? = inconclusive; . = no result given. Some of the compounds tested (hit frequency here may not be typical).
SMILES,D2 PAM,RXFP1 antagonist,RXFP1 ag,D1 ag,D1 PAM,TRHR enhancer,D2 agonist,D1 antagonist,D2 antagonist
COC(=O)c1c(NC(=O)c2nn(C)cc2Cl)sc2c1CCCC2,.,18,3.4%,0,8,-2,.,6,.
COc1ccc(C(=O)Nc2ccc3oc(-c4cccnc4)nc3c2)cc1,10,1,6.6%,4,-2,1,-0.2,-16,.
Cc1[nH]c2ccccc2c1/C=N/NC(=O)c1cc(C(C)C)[nH]n1,-22,.,1.0%,0,-1,-10,-0.1,2,-11
CCN1CCN(CC(=O)Nc2ccc(Cl)c(S(=O)(=O)N(C)C)c2)CC1,1,6,-0.7%,5,3,5,-0.9,17,5
Cc1ccccc1-c1nc(CS(=O)(=O)CC(=O)N2CCc3ccccc32)c(C)o1,-14,-1,0.7%,-1,0,18,0.3,-3,-10
Cc1noc(C)c1CCC(=O)N1CCCC(CCC(=O)NCc2ccc(F)c(F)c2)C1 (stereo not drawn),-3,-5,-1.1%,1,-6,-6,0.3,-7,11
Cc1sc2ncnc(N3CCOCC3)c2c1C,1,-14,2.6%,10,2,7,-0.5,23,-3
CN(c1ccccc1)S(=O)(=O)c1ccc(C(=O)N2CCCC(C(F)(F)F)C2)cc1 (stereo not drawn),6,-13,1.0%,22,0,25,-0.2,7,-9
COc1cccc(NC(=O)Cc2nnc(SCC(=O)NC3=NCCS3)n2C)c1,5,-18,1.7%,1,-2,3,-0.9,0,-3
O=c1c2c(nc3nc(COc4ccccc4)[nH]n13)CCC2,-5,-3,0.6%,-1,2,4,-0.7,11,-6
COc1ccc(NC(=O)C2CCCN2C(=O)Nc2cccc(F)c2)cc1 (stereo not drawn),-13,-3,-0.2%,0,-1,5,0.0,-2,1
COc1cc(CNCc2ccccn2)ccc1OCc1ccc(Cl)cc1,2,-8,0.8%,24,-8,9,0.7,-9,-1
CC(=O)N1CCC(Nc2ccc(C)cc2)CC1,16,3,0.4%,1,.,4,1.3,4,-18
C=CCNC(=S)N1CCN(CCN=CC2=C(O)CC(c3ccc(Cl)cc3)CC2=O)CC1 (stereo not drawn),23,-19,0.6%,3,-3,5,0.9,-24,-18
O=C(NC1CCc2ccccc21)C1CCN(S(=O)(=O)c2ccc(-n3cnnn3)cc2)CC1 (stereo not drawn),2,-2,1.4%,0,-4,-2,0.3,-22,-21
O=C(O)CCS(=O)(=O)c1nc(-c2cccs2)cc(C(F)(F)F)n1,-1,4,2.1%,2,-3,0,0.5,1,-1
COCCN1CCC(CNCc2cn[nH]c2-c2ccc(C)c(C)c2)C1 (stereo not drawn),9,3,2.7%,0,4,18,0.8,3,-18
Cc1cc(C)n(CC(=O)Nc2ccc3c(c2)OCO3)c(=O)c1C#N,3,-5,-1.9%,2,-2,-3,1.0,-7,10
CN(C)/C=C1\C(=O)N(c2ccc(F)cc2F)C(c2cccnc2)S1(=O)=O (stereo not drawn),4,18,-3.7%,3,3,11,.,-4,.
O=C1COc2ccc(S(=O)(=O)N3CCC(C(=O)NCc4ccccc4)CC3)cc2N1,3,28,3.0%,2,-3,-3,1.9,0,-1

# One compound at a time, as listed above:
# Cc1sc2ncnc(N3CCOCC3)c2c1C across the screens: D2 PAM = 1; RXFP1 antagonist = -14; RXFP1 ag = 2.6%; D1 ag = 10; D1 PAM = 2; TRHR enhancer = 7; D2 agonist = -0.5; D1 antagonist = 23; D2 antagonist = -3
# CN(C)/C=C1\C(=O)N(c2ccc(F)cc2F)C(c2cccnc2)S1(=O)=O (stereo not drawn) across the screens: D2 PAM = 4; RXFP1 antagonist = 18; RXFP1 ag = -3.7%; D1 ag = 3; D1 PAM = 3; TRHR enhancer = 11; D2 agonist = .; D1 antagonist = -4; D2 antagonist = .
# COc1ccc(C(=O)Nc2ccc3oc(-c4cccnc4)nc3c2)cc1 across the screens: D2 PAM = 10; RXFP1 antagonist = 1; RXFP1 ag = 6.6%; D1 ag = 4; D1 PAM = -2; TRHR enhancer = 1; D2 agonist = -0.2; D1 antagonist = -16; D2 antagonist = .

# Next records
SMILES,D2 PAM,RXFP1 antagonist,RXFP1 ag,D1 ag,D1 PAM,TRHR enhancer,D2 agonist,D1 antagonist,D2 antagonist
Cc1ccccc1Nc1c([N+](=O)[O-])ccc2c1=NC1(CCCCC1)N=2,0,-6,0.3%,2,0,-2,-0.2,8,7
Cc1c(C)c(C)c2[nH]c(-c3ccc4c(c3)OCO4)nc2c1C,-9,?,3.7%,1,-5,-1,-0.7,25,-14
CCC(C)N(C(=O)COC(=O)CNC(=O)c1ccccc1F)C1CCS(=O)(=O)C1 (stereo not drawn),5,-11,-0.5%,9,-2,6,0.0,8,-3
Cc1cc(NC(=O)CCC(=O)N(c2cccc(F)c2)C(C(=O)NC2CCCC2)c2ccc(C)o2)no1 (stereo not drawn),.,6,0.3%,2,1,1,1.5,5,-3
O=C(Nc1cccc(S(=O)(=O)N2CCOCC2)c1)[C@@H]1CCCN1S(=O)(=O)c1ccc(Cl)cc1,-5,0,-0.3%,6,-5,-1,1.2,-14,4
COc1ccc(C(=O)NC2CC3CCCC(C2)N3Cc2ccccc2)c(OC)c1 (stereo not drawn),-23,-10,0.7%,2,-5,-6,0.7,-13,86*
COc1ccc(C(=O)N2CCC(n3nccc3NC(=O)C3CC3)CC2)cc1F,.,6,-2.4%,2,0,3,.,14,.
COc1ccc(NC(=O)CSc2nnc(C3CCCCC3)n2N)c(OC)c1,-4,-18,3.5%,1,1,-7,-0.2,7,6
O=C(Nc1ccccc1N1CCN(c2ccccc2)CC1)c1ccccc1F,2,-5,1.5%,3,-1,1,.,1,.
Cc1cccc(C(=O)NNC(=O)c2ccc(NS(=O)(=O)c3cccs3)cc2)c1C,16,8,5.0%,3,-4,0,0.2,31,18
O=C(O)Cn1nnc(COc2ccccc2)n1,16,-4,6.6%,0,-2,5,0.3,14,14
CCOC(=O)c1n[nH]n(-c2cc(Cl)cc(Cl)c2)c1=O,8,-7,-0.6%,2,0,0,0.4,-10,3
CCCNC(=O)NCCc1c(C)[nH]c2ccccc12,7,.,0.3%,4,3,-3,0.2,8,-1
Cc1ccc(CN2CCN(CC(=O)N/N=C/c3ccccc3F)CC2)cc1,-8,-1,-1.1%,2,-3,-3,-1.3,7,-14
COC(=O)N1C/C=C\C(c2ccc(OC)cc2)N(Cc2ccc(F)cc2)C(=O)C1 (stereo not drawn),14,.,0.5%,2,-2,3,-0.3,-5,8
Cc1cccc(NC(=O)CCC(=O)N/N=C/c2cc([N+](=O)[O-])ccc2O)c1,3,29,-0.3%,1,3,1,-0.2,5,2
Cc1ccc(-c2ccnc3c(Cl)c(C)nn23)cc1,-6,2,20%,1,-6,0,0.6,30,-18
O=C(O)c1ccc(NC(=S)Nc2ccccc2)cc1,3,.,0.1%,0,-3,4,-0.5,12,-10
CCCN(C(=O)Cn1nc(Cc2cccnc2)c2ccccc2c1=O)c1ccc(C(C)C)cc1,.,-7,0.4%,13,-1,1,-1.0,-28,.
Cn1cccc1C(=O)OCc1cc(-c2ccco2)on1,2,-1,-0.4%,3,11,-3,-0.5,22,9

# A different layout for some results above:
molecule	D2 PAM	RXFP1 antagonist	RXFP1 ag	D1 ag	D1 PAM	TRHR enhancer	D2 agonist	D1 antagonist	D2 antagonist
Cc1ccc(-c2ccnc3c(Cl)c(C)nn23)cc1	-6	2	20%	1	-6	0	0.6	30	-18
O=C(O)c1ccc(NC(=S)Nc2ccccc2)cc1	3	.	0.1%	0	-3	4	-0.5	12	-10
CCCN(C(=O)Cn1nc(Cc2cccnc2)c2ccccc2c1=O)c1ccc(C(C)C)cc1	.	-7	0.4%	13	-1	1	-1.0	-28	.

# Other results.
SMILES,D2 PAM,RXFP1 antagonist,RXFP1 ag,D1 ag,D1 PAM,TRHR enhancer,D2 agonist,D1 antagonist,D2 antagonist
CC(C)(C)N/C=C(\C#N)S(=O)(=O)c1ccc(Br)cc1,0,7,0.4%,2,-2,3,0.1,5,8
Cc1cc(C)c(OCC(=O)NCC(c2ccco2)N2CCCCC2)c(C)c1 (stereo not drawn),5,-32,-0.8%,11,.,3,0.0,-23,-12
O=C(CSc1nnc(CN2CCCCC2)n1-c1ccccc1)c1ccc2c(c1)OCO2,-7,-10,0.1%,6,0,2,-0.4,20,-7
O=C1CSC(c2ccccc2)N1c1nnc(C23CC4CC(CC(C4)C2)C3)s1 (stereo not drawn),10,.,0.1%,-3,7,1,0.8,3,-8
Cc1cc(C)c2c(CN3CCN(Cc4ccc5c(c4)OCO5)CC3)cc(=O)oc2c1,-25,-12,1.1%,9,-1,4,1.0,-3,-41
CCSc1nsc(NC(=O)Nc2cccc(F)c2)n1,.,-19,0.3%,42*,-7,-3,.,-44*,.
Cc1cc(=O)oc2cc(NC(=O)CCOc3ccccc3)ccc12,-19,2,7.4%,-1,5,4,0.7,5,-4
COCCNC(=O)CSc1nc2cc3c(cc2c(=O)n1CCCCCC(=O)NCc1ccc(OC)cc1)OCO3,-2,-11,3.6%,2,1,-1,0.1,34,.
Cc1cccc(CSc2nn3c(=O)c(C)nnc3s2)c1,-7,-7,1.0%,1,-2,-9,-0.2,5,-7
CC(C)S(=O)(=O)c1csc(NC(=O)Nc2cc(Cl)ccc2Cl)c1Cl,-19,-7,3.0%,4,-8,-5,0.4,-8,2

# Compound activity (PubChem BioAssay)
